# Screening data: PubChem BioAssay, Fisher Drug Discovery Resource Center
# mcGAS lum: cyclic GMP-AMP synthase inhibitors, mouse, primary biochemical chemiluminescence; inhibition, % at 12.5 µM; recombinant cGAS, Kinase-Glo ATP depletion luminescence; Q8C6L5; AID 1259399, 2018; 0.15% of 160,000 active;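 note: 0% = negative control wells and 100% = reference inhibitor with no enzyme activity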
# hcGAS inh: Primary biochemical luminescence assay for human cyclic GMP-AMP synthase inhibitors. Q8N884. recombinant h-cGAS, ATP depletion, Kinase-Glo luminescence. inhibition, % at 12.5 µM. 0.081% of 290,000 active. AID 1259398, 2018;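 note: 0% = vehicle reaction and 100% = reaction without DNA for no activity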
# Target sequence (Q8N884 whole entry, looked up): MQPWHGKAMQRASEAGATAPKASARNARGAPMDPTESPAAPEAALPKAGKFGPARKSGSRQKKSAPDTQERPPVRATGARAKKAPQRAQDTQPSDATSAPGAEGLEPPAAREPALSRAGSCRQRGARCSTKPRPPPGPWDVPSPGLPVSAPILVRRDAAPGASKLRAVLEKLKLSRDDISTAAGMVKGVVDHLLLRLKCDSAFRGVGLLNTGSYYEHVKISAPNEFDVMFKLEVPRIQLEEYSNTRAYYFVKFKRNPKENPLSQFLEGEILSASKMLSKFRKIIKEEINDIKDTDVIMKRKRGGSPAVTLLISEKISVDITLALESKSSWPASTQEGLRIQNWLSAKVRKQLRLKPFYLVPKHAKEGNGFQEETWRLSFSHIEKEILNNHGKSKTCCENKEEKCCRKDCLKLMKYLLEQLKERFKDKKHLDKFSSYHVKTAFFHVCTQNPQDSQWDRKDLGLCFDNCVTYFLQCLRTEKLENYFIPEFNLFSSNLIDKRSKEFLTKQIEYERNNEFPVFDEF
# NPYLR7 ag: agonists of mosquito NPYLR7 receptor, primary screen, cell-based, Aedes aegypti, calcium fluorescence, mosquito biting behavior | HEK293T NPYLR7/Galpha15, GCaMP6s calcium fluorescence | AID 1259423, 2018 | Aedes aegypti neuropeptide Y-like receptor 7 (NPYLR7) | 0.15% of 270,000 active | activation, % at 10 µM; in the data active = activation above about 40%;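 note: 0% = vehicle and 100% = reference agonist at the receptor; some compounds past the cut are filed as inactive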
# * hit, by the source's call; / = no result given; & = joins results of further samples. Cut-off read from the data, not from the text of the source, unless noted: active = inhibition above about 40%; inactive = the rest.
SMILES,mcGAS lum,hcGAS inh,NPYLR7 ag
COc1cccc(N=C2SC(C(=O)Nc3ccc(C(=O)O)cc3)CC(=O)N2C)c1 (stereo not drawn),-7,-4,1
COc1cccc(N2CC(CNC(=O)NC(c3ccccc3)c3ccccc3)OC2=O)c1 (stereo not drawn),/,-1,2
N#CC1C(=N)Oc2n[nH]c(-c3cccs3)c2C1c1ccco1 (stereo not drawn),/,11,8
COc1ccc(N(CC(F)(F)F)C(=O)CCl)cc1,-7,-5&-7,5&10
CCCNC(=O)N1CCn2nnc(CCC(=O)N3CCOCC3)c2C1,-1,-2,/
CCc1ccc(/C=N\NC(=O)CSc2nnc(-c3ccc(Cl)cc3)n2-c2ccccc2)cc1,-5,-7,10
CCCC(=O)N1CCC1(C)C(=O)Nc1cccc2cccnc12 (stereo not drawn),/,-9,6
COc1cccc(CC2CN(C(=O)c3cc(=O)c4ccccc4[nH]3)CCO2)c1 (stereo not drawn),-6,3,-5
Cc1ccc(C(=O)NCC(=O)N2CCCCCC2c2ccncc2)s1 (stereo not drawn),/,-13,8
CCCCc1ccc(C(=O)Nc2ccc(N3CCCC3)c(C(=O)NC(C)C)c2)cc1,-6,-4,6
COCc1cc(N2CCCC2)nc(SCc2ccc(C(=O)NCCc3ccccn3)cc2)n1,-5,-9,14
O=C(NCCCN1CCOCC1)c1csc(CSc2nnc(-c3ccco3)n2-c2cc(Cl)ccc2Cl)n1,-3,2,10
COCCNC(=O)[C@@]1(OCc2ccccc2C#N)CC(OCc2cccc(OC(F)(F)F)c2)[C@H](O)[C@H](O)C1 (stereo partly drawn),-6,-12,6
COc1cccc(CN2CCC(CNC(=O)CC(F)(F)F)C2)c1 (stereo not drawn),-11,-7,27
O=C1CCC(NCc2noc(C3CCCC3)n2)CCN1CC1CC1 (stereo not drawn),-8,-4,/
O=c1c2c(nc3c(-c4ccccc4)c(Cc4ccccc4)[nH]n13)CCC2,/,-5,-17
Cc1ccc(C(=O)N2CC(=O)Nc3ccc(F)cc3C2c2ccc(F)cc2)cc1[N+](=O)[O-] (stereo not drawn),/,1,-3
CC(=O)Nc1ccc(SCC(=O)Nc2ccc(C)c(Cl)c2)nn1,/,-3,0
O=C(c1ccc(F)cc1)N(CC1CC1)CC1CN(CC(O)COc2ccc(F)cc2)CCO1 (stereo not drawn),-6,-4,/
Cc1ccccc1C(CC(=O)N1CCc2[nH]ncc2C1)c1ccccc1 (stereo not drawn),/,-5,21
O=[N+]([O-])c1cc(O)c2cc(-c3ccccc3)[nH]c2c1,3,7,2
COCCn1c(=NC(=O)c2ccc(S(C)(=O)=O)cc2)sc2cccc(F)c21,/,-11,2
CCn1c(C)nc2cc(S(=O)(=O)C(F)(F)F)ccc21,/,0,5
COCCCN(Cc1nc(C(=O)OC)cs1)C(=O)Nc1cccc(OC)c1,-5,-9,-3
CCc1nc2c(OCc3cc(Cl)cc(Cl)c3)cccn2c1N(C)C(=O)c1ccco1,-3,-7,17
O=C(CN1CCN(c2ccnc3cc(Cl)ccc23)CC1)NC1CC1,/,-16,-3
Cc1cc(C)n(CC(C)NCC2(c3cccc(F)c3)CCOCC2)n1 (stereo not drawn),/,-7,6
O=C(CN1C(=O)SC(=Cc2cccs2)C1=O)NC1CCCCCC1,/,3,-2
Cc1oc(C)c(C(=O)NC2COc3ccccc3C2)c1C (stereo not drawn),/,-8,2
Cc1cc(C)n(-c2nc(-c3ccccc3)cc(=O)n2CC(=O)Nc2ccc3c(c2)OCO3)n1,-6,-3,-1
CN(C)CC(C)(C)CNc1ncnc2sccc12,0,3,-4
CCC(=O)N1N=C(c2ccccc2O)CC1c1ccco1 (stereo not drawn),/,-16,-1
Cc1ccc(-n2nnc3c(SCC(=O)N4CCC(C)CC4)ncnc32)cc1,-4,-6,7
COc1ccc(-c2cnc3ncnn3c2N2CCN(Cc3c(F)cccc3Cl)CC2)cc1OC,-8,-8,11
COc1ccc(CCNc2ccc3nnc(CCNC(=O)c4ccc(C)cc4)n3n2)cc1OC,-2,1,-12
Cc1ccc(CN(CCc2c[nH]c3ccccc23)C(=O)CN(C(=O)c2ccc(Br)cc2)C2CC2)cc1,-4,-5,28
COC(=O)CC(=O)NC1CCN(c2ccccc2C(=O)NCc2ccccc2F)CC1,-5,-9,-2
O=C(CSc1nc2c(cnn2-c2cccc(Cl)c2)c(=O)[nH]1)Nc1ccccc1F,-7,-3,/
c1ccc(Cn2cccn2)c(CN2CCC(N3CCSCC3)CC2)c1,/,0,12
CC(C(=O)N1CCNC1=O)N1CCN(S(=O)(=O)c2ccc(Br)cc2)CC1 (stereo not drawn),-5,-9,13
CCCc1cc(C(=O)N2CCCC(N3CCN(Cc4ccc5c(c4)OCO5)CC3)C2)no1 (stereo not drawn),/,-3&5,2&2
Cc1c2cnnc(Sc3ccc(Cl)cc3)c2c(C)n1C,/,-5,4
CCOC(=O)C1(C/C=C/c2ccccc2)CCCN(C(=O)CSc2nnc(C)s2)C1 (stereo not drawn),/,-9,7
Cc1ccc(C)c(CN(CCN2CCOCC2)Cc2nc(C(=O)NCc3ccco3)co2)c1,-6,-5,16
COc1ccc(-n2c(SCC(=O)N3CCN(C(=O)c4ccc(Cl)cc4Cl)C(C)C3)nnc2-c2ccc(C)cc2)cc1 (stereo not drawn),-6,-8,1
C=CCOC(=O)C1C(C)=Nc2nc(SCCCC)[nH]c(=O)c2C1c1ccc(Cl)cc1 (stereo not drawn),-5,0,2
CCCCCNC(=O)c1csc(CN(CCOC)C(=O)Nc2c(C)cccc2C)n1,-6,-10,12
N#CC=C(Cl)c1ccc(F)cc1,-4,-4,-3
CSc1ccccc1OCc1cc(C(=O)NCCN2CCCC(O)C2)no1 (stereo not drawn),-4,3&-7,3&-5
CCOCCOc1nc(-c2ccc(OC)cc2)n(-c2ccc(NC(=O)c3ccccc3F)cc2)n1,-6,-3,13
CC(Sc1ncn[nH]1)C(=O)Nc1ccccc1C#N (stereo not drawn),/,-3,-14
CN(C)C[C@@H]1CCN(c2nccc(C3CCCC3)n2)C[C@H]1O,/,-2,-3
Cc1nn(-c2ccccc2)c(C)c1CC(=O)N(C)Cc1ncc[nH]1,/,-5,8
CN(C)c1ccc(NC(=O)CC(C(=O)O)N(C)C)cc1 (stereo not drawn),-8,-5,9
CCn1cc(NC(=O)Nc2ccc(OC)c(OC)c2)c2ccccc21,/,-3,-2
Cc1nc(C)c(Cc2ccc(F)cc2)c(N2CCN(C(=O)C(C)C)CC2)n1,-4,0,-5
c1ccc2c(Cc3nn4cnnc4s3)cccc2c1,/,-11,15
COCC(c1ccccn1)N(C)Cc1cnc2c(-c3ccccc3)cnn2c1 (stereo not drawn),/,-5&-4,23&1
O=C(Nc1ccccc1)c1cnc(N2CCN(CCc3ccccc3)C2=O)o1,/,-2,1
CCc1nc(C)cc(-c2cccc3cccnc23)n1,/,-1,2

# (continued)
SMILES,mcGAS lum,hcGAS inh,NPYLR7 ag
Cc1ccn2c(NC(=O)C3CCCC3)c(-c3cccc(F)c3)nc2c1,4,5,-9
COc1cc2c(cc1CN1CCNC(C(=O)O)C1)OCO2 (stereo not drawn),-16,-7,7
COc1ccc(C2CCCCCN2CC(=O)N(C)c2ccc([N+](=O)[O-])cc2)cc1 (stereo not drawn),-6,-6,19
COc1cc(=O)n(-c2ccc(F)cc2)nc1C(=O)N1CCc2ccccc2C1,-7,-12,6
CC(C)Cc1nnc(-c2cc3ccccc3n2CC(=O)N(C(C)C)C(C)C)o1,-8,-3,1
OC[C@H](CC1CCCCC1)Nc1ncncn1,0,3,/
Cn1nc(NC(=O)Cc2ccc(F)cc2)c2c1NC(=O)CC2c1ccco1 (stereo not drawn),2,4,-14
Cn1c(=O)c2c(nc(SCCN3CCOCC3)n2Cc2ccccc2Cl)n(C)c1=O,/,-8,-1
CCOC(=O)CC(=O)N1CCN(c2nc3ccccc3nc2C)CC1,-7,-3,4
O=S(=O)(NCc1ccc(-n2cncn2)cc1)c1ccc(C(F)(F)F)cc1,/,-7,11
COc1cc2c(cc1OC)C(c1c(F)cccc1Cl)N(C(=O)c1ccccc1OC)CC2 (stereo not drawn),-6,-1,16
CCN(CC(=O)Nc1cc(-c2ccccc2)nn1-c1ccccc1)C(=O)c1ccc(C(C)(C)C)cc1,-5,-9,17
CCN(CC)S(=O)(=O)c1ccc(OC)c(N2CCN(C(=O)c3cc(OC)c(OC)c(OC)c3)CC2)c1,-5,-3,7
Cc1cccc(C(=O)N2CCC3(CC2)CC(C(=O)O)N(C)C3)c1C (stereo not drawn),-10,-4,3
CC(C)Oc1ccccc1-c1cccc2ccnn12,-13,-9,4
COCCN1C(=O)C(=Cc2ccc(C(=O)OC)cc2)SC1=S,/,-12,-2
COc1ccccc1-n1ncc2c(C)n[nH]c(=O)c21,/,-9,-4
Cc1cc(C(=O)NCCn2ncc3c(N4CCOCC4)ncnc32)no1,-8,-7,1
O=C(Cn1cc(I)cn1)NCCC12CC3CC(CC(C3)C1)C2,-5,-9,/
Cc1cc(C)nc(N=C(NC(=O)c2ccccc2)Nc2ccc(C(C)C)cc2)n1,/,-3,-8

# An excerpt of these results, with values under each structure.
# Each structure is followed by: mcGAS lum, hcGAS inh, NPYLR7 ag
- COc1cc2c(cc1CN1CCNC(C(=O)O)C1)OCO2 (stereo not drawn)
    -16, -7, 7
- COc1ccc(C2CCCCCN2CC(=O)N(C)c2ccc([N+](=O)[O-])cc2)cc1 (stereo not drawn)
    -6, -6, 19
- COc1cc(=O)n(-c2ccc(F)cc2)nc1C(=O)N1CCc2ccccc2C1
    -7, -12, 6

# Next results
SMILES,mcGAS lum,hcGAS inh,NPYLR7 ag
COC(=O)C1C2CCC(C2)C1NC(=O)Nc1nccs1 (stereo not drawn),/,-4,3
CC(=O)c1cc(CN2CCC(CCC(=O)N3CCN(c4ccccc4)CC3)CC2)cs1,/,-10,19
CCOC(=O)c1ccc(NC(=O)c2sc(NC(=O)c3cccs3)c(C(=O)OCC)c2C)cc1,-5,-7,10
C/C=C/COC(=O)C1=C(C)NC(=O)NC1c1ccc(N(CC)CC)cc1 (stereo not drawn),-2,-1,0

# Molecules shown so far with an aryl methoxy group, in the order listed:
SMILES,mcGAS lum,hcGAS inh,NPYLR7 ag
COc1cccc(N=C2SC(C(=O)Nc3ccc(C(=O)O)cc3)CC(=O)N2C)c1 (stereo not drawn),-7,-4,1
COc1cccc(N2CC(CNC(=O)NC(c3ccccc3)c3ccccc3)OC2=O)c1 (stereo not drawn),/,-1,2
COc1ccc(N(CC(F)(F)F)C(=O)CCl)cc1,-7,-5&-7,5&10
COc1cccc(CC2CN(C(=O)c3cc(=O)c4ccccc4[nH]3)CCO2)c1 (stereo not drawn),-6,3,-5
COc1cccc(CN2CCC(CNC(=O)CC(F)(F)F)C2)c1 (stereo not drawn),-11,-7,27
COCCCN(Cc1nc(C(=O)OC)cs1)C(=O)Nc1cccc(OC)c1,-5,-9,-3
COc1ccc(-c2cnc3ncnn3c2N2CCN(Cc3c(F)cccc3Cl)CC2)cc1OC,-8,-8,11
COc1ccc(CCNc2ccc3nnc(CCNC(=O)c4ccc(C)cc4)n3n2)cc1OC,-2,1,-12
COc1ccc(-n2c(SCC(=O)N3CCN(C(=O)c4ccc(Cl)cc4Cl)C(C)C3)nnc2-c2ccc(C)cc2)cc1 (stereo not drawn),-6,-8,1
CCOCCOc1nc(-c2ccc(OC)cc2)n(-c2ccc(NC(=O)c3ccccc3F)cc2)n1,-6,-3,13
CCn1cc(NC(=O)Nc2ccc(OC)c(OC)c2)c2ccccc21,/,-3,-2
COc1cc2c(cc1CN1CCNC(C(=O)O)C1)OCO2 (stereo not drawn),-16,-7,7
COc1ccc(C2CCCCCN2CC(=O)N(C)c2ccc([N+](=O)[O-])cc2)cc1 (stereo not drawn),-6,-6,19
COc1cc(=O)n(-c2ccc(F)cc2)nc1C(=O)N1CCc2ccccc2C1,-7,-12,6
COc1cc2c(cc1OC)C(c1c(F)cccc1Cl)N(C(=O)c1ccccc1OC)CC2 (stereo not drawn),-6,-1,16
CCN(CC)S(=O)(=O)c1ccc(OC)c(N2CCN(C(=O)c3cc(OC)c(OC)c(OC)c3)CC2)c1,-5,-3,7
COc1ccccc1-n1ncc2c(C)n[nH]c(=O)c21,/,-9,-4
